TAG inh: inhibitors of triacylglycerol accumulation, primary screen, cell-based, uHTS, fluorescence, H9c2. H9c2 cells, Nile Red lipid (TAG) fluorescence; cells loaded with 200 µM oleic acid. inhibition, % at 12.5 µM. 230,000 compounds, 0.66% hits. AID 651582, 2012;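 active = pattern-corrected inhibition of lipid staining of at least 50% with the nuclear-stain viability signal not falling by more than 50%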;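 also: 0% = DMSO wells and 100% = triacsin C control wells; some results filed as inactive read as strong as hits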
TAG inh DAPI viability: further read-out of TAG inh, marked with its call; DAPI nuclei signal change (viability), lower = more cytotoxic, %;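 whole-well DAPI fluorescence read on a plate reader as a viability signal; minus 50 percent equals half of cells still viable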
The depositor's hits bear a star.

Below each SMILES: TAG inh, TAG inh DAPI viability
CCN(C[C@H]1N[C@@](Cc2ccccc2)(C(=O)OC)[C@H]2C(=O)N(Cc3ccccc3)C(=O)[C@@H]12)C(C)=O
  2, -2
COc1cccc(Nc2nc(Nc3ccc(Cl)c(C(=O)O)c3)nc(C)c2[N+](=O)[O-])c1
  -17, 6
CCn1nccc1C(=O)Nc1nccs1
  0, -3
O=C(Nc1ccc(Oc2cccc3ccccc23)cc1)c1ccco1
  9, 6
CCc1cc(=O)oc2cc(OCC=C(C)C)ccc12
  9, 14
Cc1ccc(CN2C(=O)C[C@@H](NC(=O)OCC3c4ccccc4-c4ccccc43)C/C=C\C2c2ccc(C)cc2)cc1 (stereo not given in full)
  47, -2
CN1CCN(/N=C/c2cccc(Cl)c2Cl)CC1
  7, 7
O=C(CN1C(=O)/C(=C2/SC(=S)N(CCS(=O)(=O)O)C2=O)c2ccccc21)Nc1cccc(Br)c1
  -19, 9
O=c1cc(CN2CCN(C/C=C/c3ccccc3)CC2)c2cc(O)ccc2o1
  32, 4
CCC/C=N/NC(=O)c1ccccc1O
  -1, 1

More records:
Below each SMILES: TAG inh, TAG inh DAPI viability
O=C(O)C1C(c2ccccc2)c2ccccc2C(O)C1CO (stereo not given)
  -1, 4
CC(C)Oc1ccc(S(=O)(=O)N2CCCCC2)cc1NC(=O)C1CCCC1
  -10, -4
O=C1/C(=C\c2ccc(C(F)(F)F)cc2)CSc2sccc21
  -3, 2
Fc1ccc(/C=N/Nc2nc(-c3cccnc3)nc3ccccc23)cc1
  18, 3
O=C(COC(=O)/C=C/c1ccc(S(=O)(=O)N2CCc3ccccc32)cc1)NC1CCS(=O)(=O)C1 (stereo not given)
  8, -4
O=C1CCCc2c1cc(-c1ccccc1)n2-c1ccc(O)cc1
  4, -3
CCCCN(C(=O)c1cccc(-n2cnnn2)c1)c1c(N)n(CCCC)c(=O)[nH]c1=O
  1, 2
CSc1ccccc1NC(=O)CN(C)C(=O)CNC(=O)c1ccc(Oc2ccccc2)cc1
  3, 5
C=CCn1c2[n+](c3ccccc3c1=O)CCCCC2
  -8, 9
Cc1cc(C)c([N+](=O)[O-])cc1NC(=O)CCS(=O)(=O)c1ccccc1
  -11, 7

Four entries from above, ordered by number of heavy atoms, ascending.
Below each SMILES: TAG inh, TAG inh DAPI viability
O=C1/C(=C\c2ccc(C(F)(F)F)cc2)CSc2sccc21
  -3, 2
O=C1CCCc2c1cc(-c1ccccc1)n2-c1ccc(O)cc1
  4, -3
Cc1cc(C)c([N+](=O)[O-])cc1NC(=O)CCS(=O)(=O)c1ccccc1
  -11, 7
O=C(COC(=O)/C=C/c1ccc(S(=O)(=O)N2CCc3ccccc32)cc1)NC1CCS(=O)(=O)C1 (stereo not given)
  8, -4

Next section
Below each SMILES: TAG inh, TAG inh DAPI viability
COc1ccccc1-n1cnc2cc(NS(=O)(=O)c3ccccc3)ccc21
  30, -10
COc1cc(OC)cc(C(=O)Nc2ccc(N(C)C)c3ccccc23)c1
  -3, 3
CSc1ncccc1C(=O)NCC1CCCCC1
  -6, -6
CC(CCc1ccccc1)NC(=O)COC(=O)c1cccs1 (stereo not given)
  -25, -2
O=C(Cc1cccs1)Nc1nnc(-c2ccccc2)s1
  6, -8
O=C(COc1cccc2c1CCNC2=O)Nc1ccc(F)cc1
  15, -5
CCCCCCN1C[C@H](O)[C@@H](n2cc(COC(=O)c3ccccc3)nn2)C[C@@H]1c1ccccc1
  -13, 5
COc1cccc(NC(=O)Nc2cccc(C(=O)O)c2)c1
  0, -3
CCN(C(=O)CSc1nnnn1C)c1c(N)n(Cc2ccccc2)c(=O)[nH]c1=O
  -7, -6
O=C1CCCc2c1oc1c2CCCC1
  -15, -3

Additional entries
Below each SMILES: TAG inh, TAG inh DAPI viability
O=[N+]([O-])c1ccc(N=NNc2ccc([N+](=O)[O-])cc2)cc1
  -28, 4
c1cnc2nc(-c3ccc4c(c3)OCO4)cn2c1
  -5, 10
CCCCCC[N+](C)(C)CCSSCC[N+](C)(C)CCCCCC
  -6, 2
Cc1ccc(N2CCCCn3c2nc2c3c(=O)n(CC(=O)O)c(=O)n2C)cc1
  -7, -4
O=C(OCCN1CCCC1)C1(c2ccccc2)CCCC1
  5, -2
COCCCN1C(=O)c2ccc(C(=O)NCc3ccco3)cc2C1=O
  15, 7
COC(=O)c1ccc(-c2sc3nc(N4CCOCC4)c4c(c3c2N)CC(C)(C)OC4)o1
  8, 16
Cc1ccc2cc(CCNC(=O)C(C)C)c(=O)[nH]c2c1C
  -8, 3
O=C(COC(=O)C1CCC(=O)N1)Nc1cc(Cl)ccc1Cl (stereo not given)
  14, -7
OCC1OC(n2nnc3ccccc32)C(O)C(O)C1O (stereo not given)
  5, 5

Next part:
Below each SMILES: TAG inh, TAG inh DAPI viability
COc1ccc(CCNC(=O)C(=O)NCC2OCCN2S(=O)(=O)c2ccc3c(c2)OCCO3)cc1 (stereo not given)
  -1, -7
CCCN(C(=O)CSc1nc(C2CC2)n(-c2ccccc2)n1)C1CCS(=O)(=O)C1 (stereo not given)
  5, 1
CC1(C)Cc2c(c(-c3ccco3)[nH]c(=O)c2C#N)CO1
  -3, 10
CCCc1c(C(=O)N/N=C/c2ccc(OCc3ccc(F)cc3)cc2)nnn1-c1nonc1N
  -11, 2
CS(=O)(=O)c1nc(-c2ccc(Br)cc2)n[nH]1
  -11, -3
CCCN(CCC)CCCNC(=O)c1cc2c(=O)n(C)c3ccccc3c2n1C
  20, 5
Cc1cccc(OC(=O)Cn2c(C(F)(F)F)nc3ccccc32)c1
  -7, 2
C=CCn1c(SCC#N)nc2c(c1=O)C(C)(C)Cc1ccccc1-2
  -15, 12
C/C(CC(=O)C(F)(F)F)=N\NC(=O)/C(C#N)=C/N(C)C
  -11, 23
COCc1cc(=O)n2[nH]c(C)c(-c3ccc(Cl)cc3)c2n1
  -7, 18

Next entries follow.
Below each SMILES: TAG inh, TAG inh DAPI viability
CC(=O)c1ccc(Nc2nc(C(C)N)cs2)cc1 (stereo not given)
  5, 0
O=C1CC(Cc2ccc(Cl)cc2)C(=O)N1c1ccccn1 (stereo not given)
  -12, 4
Cc1cccc(C(=O)Nc2cc(C)ccc2NC(=O)COc2ccccc2)c1
  2, -9
O=C(CN(Cc1cccs1)C(=O)CNS(=O)(=O)c1ccc(Cl)cc1)NCC1CCCO1 (stereo not given)
  1, -6
CCOC(=O)c1cnn(-c2cc(Oc3ccccc3)ncn2)c1N
  -7, -13
O=C(Nc1ccc2nc(N3CCOCC3)sc2c1)c1ccc(F)cc1
  5, 8
Cc1cc(C)nc(N/N=C/C2=C(O)CC(c3ccc(F)cc3)CC2=O)n1 (stereo not given)
  32, -13
COC(=O)[C@]12C(=O)NC[C@H](CN1c1ccc(C(F)(F)F)cc1)N2C
  5, 5
COc1cc(F)ccc1-c1csc(C(NC(C)=O)c2cccc(F)c2)n1 (stereo not given)
  20, -8
CC(C)CNC(=O)c1cc2nc(C3CC3)cc(C(F)(F)F)n2n1
  3, 3

(listing goes on)
Below each SMILES: TAG inh, TAG inh DAPI viability
O=C(Nc1ccc(Cl)cc1)NC1CCCCNC1=O (stereo not given)
  4, 6
Cc1ccc(-c2cc(N)n(-c3ccc(C)cc3)n2)cc1
  -12, -9
CCNC(=S)N(CCc1c(C)[nH]c2ccc(C)cc12)Cc1cccs1
  12, -6
C[C@@H]1CN([C@@H](C)CO)C(=O)CCCn2nncc2CO[C@H]1CN(C)C(=O)C1CCCCC1
  9, -5
COc1ccc(CCN2CNc3c(c(=O)n(C)c(=O)n3C)C2)cc1
  -5, 1
CC(c1nnc(SCC(=O)Nc2cccnc2Cl)n1Cc1ccccc1)N(C)C (stereo not given)
  0, -1
Cc1cc(Br)ccc1NC(=O)c1ccco1
  4, 4
COc1cc(/C=N/NC(=O)CNC(=O)c2ccncc2)ccc1OC(C)=O
  -9, -1
Cn1c(=O)c2c(ncn2CC(=O)NC2CCCCC2)n(C)c1=O
  -15, -1
COc1cccc2c(=O)n(CC(=O)N3CCCc4ccccc43)ccc12
  8, -3

Additional compounds:
Below each SMILES: TAG inh, TAG inh DAPI viability
CC(=O)N1CCN(CCN(CC2C(C)C=C(C)CC2C)C(C)=O)CC1 (stereo not given)
  -2, 5
Cc1ccc(S(=O)(=O)CC(O)COc2ccccc2C#N)cc1 (stereo not given)
  -14, 9
O=C(NCc1ccccn1)C(=O)NCC1OCCCN1S(=O)(=O)c1cc(F)ccc1F (stereo not given)
  -1, 2
COc1cc(C(=O)OCC(=O)Nc2cc(C)on2)ccc1OCc1ccccc1Cl
  2, 0
CCN1C(=O)[C@H]2[C@@H](c3ccc(-c4ccc(OC)cc4)cc3)N3CCCC[C@@]3(C(=O)OC)[C@H]2C1=O
  -28, 1
O=C(CSc1cccc(C(F)(F)F)c1)Nc1ccc(Cl)cc1Cl
  10, -4
O=C(C1=C[C@H](c2ccc(Br)cc2)C[C@H](OCCCCO)O1)N1CCOCC1
  0, -14
O=C(O)CCCCCNC(=O)CCn1cnc2ccccc2c1=O
  2, -1
O=C1CCc2cc(S(=O)(=O)N3CCCC3C(=O)N3CCN(c4ccccc4)CC3)ccc2N1 (stereo not given)
  -3, 1
CCCOc1cccc(C(=O)Nc2ccccc2C(=O)N2CCN(C)CC2)c1
  21, 5

(more compounds)
Below each SMILES: TAG inh, TAG inh DAPI viability
COC(=O)c1ccccc1OCC(=O)N1CCN(c2ccc(F)cc2)CC1
  22, -13
Cc1ccc(NC(=S)NC(C)CCc2ccccc2)cc1C (stereo not given)
  -8, -14
CCOc1ccc(S(=O)(=O)N2CCCCC2)cc1NC(=O)Cc1cc(OC)c(OC)c(OC)c1
  -16, 4
C=CCSc1nc(C)c(CC(=C)C)c(=O)[nH]1
  4, -1
CCC(C(=O)Nc1cccc(S(=O)(=O)N(C)c2ccccc2)c1)c1ccccc1 (stereo not given)
  0, -12
Cc1c(Cl)cnc(NC(=O)CSc2nnc3ccccn23)c1Cl
  -7, -3
O=S(=O)(c1ccc(Cl)cc1)N1CCC(N2CCCCCC2)CC1
  17, -11
O=C(COC(=O)C1CCN(c2ccc(C(F)(F)F)cn2)CC1)c1cccc(Br)c1
  7, 3
CCOc1ccc(Cl)cc1-c1cc(C(=O)NCCc2ccncc2)[nH]n1
  13, -10
CCn1c(C(C)NS(=O)(=O)c2ccc(Cl)cc2)n[nH]c1=S (stereo not given)
  12, -1

Shown in markdown: entries from further up.
| molecule | TAG inh | TAG inh DAPI viability |
| --- | --- | --- |
| O=C(COC(=O)C1CCN(c2ccc(C(F)(F)F)cn2)CC1)c1cccc(Br)c1 | 7 | 3 |
| COC(=O)c1ccccc1OCC(=O)N1CCN(c2ccc(F)cc2)CC1 | 22 | -13 |
| C=CCSc1nc(C)c(CC(=C)C)c(=O)[nH]1 | 4 | -1 |

Following part:
Below each SMILES: TAG inh, TAG inh DAPI viability
Cc1ccc(Nc2ncnc(N)n2)cc1
  -3, 9
CC(=O)Nc1ccc(S(=O)(=O)Nc2cc(S(=O)(=O)N3CCCCC3)ccc2O)cc1
  -16, -1
O=C(Cc1ccc([N+](=O)[O-])cc1)N1N=C2CCCCC2C1(O)C(F)(F)F (stereo not given)
  6, -4
COc1cc(-c2nnc(NC(=O)CCS(=O)(=O)c3ccc(F)cc3)o2)cc(OC)c1OC
  -3, 5
C=Cc1cc2c(cc1O)CCC1C2CCC2(C)C(O)CCC12 (stereo not given)
  3, 1
O=C(COC(=O)Cc1ccsc1)Nc1cccc(F)c1
  0, 1
CC(C)NS(=O)(=O)c1ccc(NC(=O)C(C)OC(=O)C2CCC2)cc1 (stereo not given)
  8, -3
Cc1cc(C)n2c(SCc3ccc(Br)cc3)nnc2n1
  -3, 13
CC1CCN(C(=O)c2cc(S(=O)(=O)N3CCCCC3)c[nH]2)CC1
  -20, 4
Cc1nnc(SCC(=O)Nc2ccc(F)cc2F)n(N)c1=O
  16, 5

New compounds follow:
Below each SMILES: TAG inh, TAG inh DAPI viability
COc1ccc(N(CC(=O)O)S(=O)(=O)c2cccnc2)cc1
  -7, 2
CCOC(=O)C1=C(C)N=c2s/c(=C3/C(=O)Nc4ccccc43)c(=O)n2C1c1ccc(C)cc1 (stereo not given)
  8, -7
COc1ccccc1NS(=O)(=O)c1cc(NC(=O)c2sccc2C)ccc1N1CCOCC1
  16, 5
COC(=O)c1cn(C(=O)/C=C/c2ccc(OC)c(OC)c2)c2ccccc12
  18, -5
N#Cc1ccccc1OCc1cccc(S(=O)(=O)N2CCOCC2)c1
  -16, 10
CN(C)S(=O)(=O)c1ccc(S(=O)(=O)N(CC(=O)Nc2ccccc2)Cc2ccco2)cc1
  32, 1
Cn1c(CCC(=O)OCC(=O)NCc2ccccc2Cl)nc(=O)c2ccccc21
  -25, 5
CS(=O)(=O)Oc1ccc2c(c1)O/C(=C\C=C\c1ccccc1)C2=O
  54*, -45*
Cc1nc2nc(Cc3ccccc3)[nH]n2c(=O)c1Cc1ccccc1
  4, -3
CS(=O)(=O)c1ccc(-c2sc3ccccc3c2C(=O)NCCCN2CCOCC2)cc1
  -5, 10

The list goes on.
Below each SMILES: TAG inh, TAG inh DAPI viability
O=c1[nH]c(CN2CCOCC2)nc2cc(Cl)ccc12
  10, 0
COc1cc(-c2nc(S(=O)(=O)c3ccc(C)cc3)c(N(C)C)o2)cc(OC)c1OC
  -51, -5
Cc1cccc(N2C(=O)CC(Sc3ncn[nH]3)C2=O)c1 (stereo not given)
  3, 5
C=CCNC(=O)c1onc(CSc2nc3ccccc3[nH]2)c1C(=O)NCC=C
  -3, -6
CCOc1ccc(CN2C(=O)CCC2(C)C(=O)NCc2cccnc2)cc1 (stereo not given)
  4, -1
O=C(O)c1cccc(S(=O)(=O)Nc2ccc(Oc3ccccc3)cc2)c1
  5, -1
C=CCNc1ncnc2c1ncn2[C@H]1CN(CCN2CCOCC2)C[C@@H](CO)O1
  -1, 3
COc1ccc(-c2ccc([C@H]3[C@@H]4C=CCC[C@@]4(C)C(=O)N3Cc3ccccc3)c(F)c2)cc1OC
  17, 7
CC1=C(C(=O)N(C)C)CC(CC(=O)NC2CC2)C(=O)N1CCC1=CCCCC1 (stereo not given)
  2, 7
Cc1ccccc1NP(=O)(c1ccccc1)c1nc2ccccc2s1 (stereo not given)
  -18, 8
Cc1cccc(NC(=O)CCC2CCN(C(=O)C3CC=CCC3)CC2)c1 (stereo not given)
  -7, 3

High-throughput results: PubChem BioAssay, Sanford-Burnham Center for Chemical Genomics

The list is partial; rates above refer to the full screens.
